KOR beta-arrestin-1 = KOR agonists, beta-arrestin recruitment, primary screen, cell-based, luminescence, uHTS (AID 1777). Kappa-type opioid receptor (Homo sapiens). KOR beta-arrestin recruitment, luminescence; higher % means a stronger effect. activation, % at 10 µM; hits with a dose series show EC50 in µM. 280,000 compounds, 0.02% hits; in the data active = activation above about 50%, passing the limit was not always enough; also: a part of the inactive calls stands beside numbers as strong as those of hits
GPR55 activation = GPR55 agonists via beta-arrestin recruitment, primary screen, imaging, U2OS cells, beta-arrestin-GFP redistribution (AID 1961) | G-protein coupled receptor 55 (Homo sapiens) | U2OS GPR55 beta-arrestin-GFP redistribution imaging; higher % means a stronger effect | activation, % at 10 µM, or EC50 in µM where a hit was titrated | 290,000 compounds, 0.048% hits;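 active = activation above 40% with more than 50 cells counted in the well; inconclusive = wells holding fewer than 50 cells, flagged as toxic or sparse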;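 also: U2OS osteosarcoma cells stably expressing GPR55 and beta-arrestin-GFP; plate controls were DMSO negative control for no effect and LPI positive control for full effect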
HEK293 NOD2/NF-kB = NOD2 signaling inhibitors, cell-based, luminescence, uHTS, HEK293 (AID 1566); HEK293 NOD2/NF-kB luciferase reporter, luminescence; higher % means a stronger effect; one-dose inhibition, % at 4 µM; EC50 in µM for titrated hits; 290,000 compounds, 0.63% hits; also: many of its hits are not listed in these tables
NOD1 NF-kB reporter = NOD1 signaling inhibitors, primary screen, cell-based, luminescence, uHTS (AID 1578); 290,000 compounds, 1% hits; inhibition, % at 4 µM, or EC50 in µM where a hit was titrated; NOD1-driven NF-kB luciferase reporter cells, luminescence; higher % means a stronger effect; in the data active = inhibition mostly above about 36%, no sharp cut-off; inactive = mostly below about 34%;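 also: HEK-293T reporter cells stimulated with the NOD1 agonist gamma-tri-DAP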
KOR beta-arrestin-2 = KOR antagonists, beta-arrestin recruitment, cell-based, luminescence, uHTS (AID 1778); KOR beta-arrestin recruitment, luminescence, antagonist mode; higher % means a stronger effect; inhibition, % at 10 µM; hits with a dose series show IC50 in µM; 290,000 compounds, 0.091% hits; Kappa-type opioid receptor (Homo sapiens); also: strong numbers were not always called active
Rac1 GTP hydrolysis = MgcRacGAP GTPase-activating activity inhibitors, confirmation, biochemical, ADP Hunter fluorescence; Rac GTPase-activating protein 1 (Homo sapiens); MgcRacGAP-stimulated Rac1 GTP hydrolysis, ADP Hunter fluorescence; higher % means a stronger effect; GST-tagged Rac1 F28L mutant substrate; inhibition, % at 30 µM; hits with a dose series show IC50 in µM; 340,000 compounds, 0.6% hits;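 active = first-screen hits whose inhibition reached a set limit at any dose in the follow-up dose series; inconclusive = inhibition above the set first-screen limit but never retested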;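 also: fluorescence reports GDP produced by GAP-driven GTP hydrolysis; strong numbers were not always called active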
HIV peptide binding = inhibitors of HIV fusion peptide binding, primary screen, biochemical, uHTS, fluorescence dequenching (AID 1986); cell-free peptide binding, fluorescence dequenching, 30 min; higher % means a stronger effect; inhibition, % at 20 µM, or IC50 in µM where a hit was titrated; 290,000 compounds, 0.3% hits; in the data active = inhibition mostly above about 52%, no sharp cut-off; inactive = mostly below about 76%; also: some results filed as inactive read as strong as hits
GPR55 antagonists = GPR55 antagonists blocking LPI-driven arrestin recruitment, primary screen, imaging, U2OS, beta-arrestin-GFP, LPI agonist (AID 2013); 290,000 compounds, 0.13% hits; G-protein coupled receptor 55 (Homo sapiens); inhibition, % at 10 µM; hits with a dose series show IC50 in µM; U2OS GPR55 beta-arrestin-GFP translocation imaging, LPI antagonism; higher % means a stronger effect;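 active = spots per cell inhibited over 60%, with over 100 cells counted and total cytoplasm intensity under 500,000; inconclusive = wells with under 100 cells, flagged as likely toxic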;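 also: U2OS cells stably carrying GPR55 and arrestin-GFP stimulated by 5 µM LPI near EC80; imaged beta-arrestin-GFP aggregate spots per cell after agonist stimulation; plate controls were LPI-stimulated DMSO wells for no effect and DMSO wells without LPI for full effect; some results filed as inactive read as strong as hits; confirmed hits need IC50 under 10 µM and bright autofluorescent wells are also inconclusive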
Large T inhibition = SV40 large T antigen inhibitors, biochemical (AID 1903) | one-dose inhibition, % at 20 µM; IC50 in µM for titrated hits | SV40 large T antigen ATPase/helicase inhibition assay; higher % means a stronger effect | 310,000 compounds, 0.39% hits; in the data active = a potency from the dose series; inconclusive = inhibition mostly from about 32% at the one dose, without a potency; inactive = the rest, 99 in 100 with inhibition below about 32%; also: strong numbers were not always called active
* = called active by the depositor; ? = inconclusive; . = not tested or not shown; [ ] = another dose, or the depositor's remark. Rule as the data show it, unless noted: active = inhibition above about 50%; inactive = the rest.

SMILES	KOR beta-arrestin-1	GPR55 activation	HEK293 NOD2/NF-kB	NOD1 NF-kB reporter	KOR beta-arrestin-2	Rac1 GTP hydrolysis	HIV peptide binding	GPR55 antagonists	Large T inhibition
CC(C)c1ccc(NC(=O)Cn2nnc(C(=O)NCc3ccc4c(c3)OCO4)c2N)cc1	-6.7%	-0.2%	-4%	-26%	12%	2%	1.2%	2%	4%
CCOC(=O)N1CCN(Cc2ccc3ccccc3c2)CC1	6.1%	0.1%	-4%	-36%	-43%[20 µM]	29%	1.9%	11%	11%
O=C(COC(=O)c1c2c(nc3ccccc13)/C(=C\c1cccs1)CCC2)Nc1ccccc1Cl	6.4%	0.5%	0%	-20%	.	8%	51%	-1%	0%
Brc1ccc(-c2csc(-c3ccncc3)n2)cc1	-2.9%	0.7%	-71%	-38%	-13%	5%	-1.5%	-2%	1%
CCCN(CCC)C(=O)c1cn(CC)c2ccc(S(=O)(=O)N3CCCCC3)cc2c1=O	1.6%	-0.1%	14%	-7%	-10%	-10%	0.1%	10%	7%
Cc1nnc(NC(=O)C2COc3ccccc3O2)s1 (stereo not drawn)	-1.4%	0.2%	-15%	-9%	17%	6%	0.1%	3%	5%
CCCS(=O)(=O)C(=C1NCCO1)S(=O)(=O)CCC	-2.2%	0.3%	6%	1%	-5%	10%	0.4%	2%	9%
CC(=O)Nc1sc2c(c1C#N)CCN(Cc1ccccc1)C2	1.2%	0.0%	0%	5%	-36%[20 µM]	16%	0.8%	-4%	5%
COCc1cc(C)nc(SCC(=O)Nc2ccccc2N2CCOCC2)c1C#N	0.0%	0.4%	40%	-27%	15%	8%	-1.4%	10%	26%
COc1cccc(N2C(=O)Nc3ccccc3C2(O)C(=O)NCc2ccc3c(c2)OCO3)c1 (stereo not drawn)	1.5%	-0.1%	-10%	-27%	10%	4%	-0.4%	2%	8%
O=C(NC1CCCCC1)C(c1cccs1)N(Cc1cccs1)C(=O)c1ccco1 (stereo not drawn)	4.3%	-0.3%	7%	.	5%	4%	-1.7%	-1%	2%
CCOC(=O)CSc1nc2ccccc2n1CC(=O)NC(C)(C)C	.	-0.1%	11%	-19%	.	9%	4.3%	32%	-4%
Cc1cc(NCc2ccc(F)cc2)nc2cc(Cl)ccc12	7.1%	-0.1%	12%	20%	1%	16%	2.2%	19%	1%
O=C(CCNC(=O)c1ccccc1Cl)Nc1nc(-c2ccc3ccccc3c2)cs1	5.5%	-0.1%	18%	38%	-10%	7%	0.8%	-2%	19%
COc1ccc(CNCc2ccccc2[N+](=O)[O-])cc1OC	-0.3%	0.2%	15%	10%	-40%[20 µM]	?	0.1%	-4%	9%

Next part; the last 2 above are carried over.
SMILES	KOR beta-arrestin-1	GPR55 activation	HEK293 NOD2/NF-kB	NOD1 NF-kB reporter	KOR beta-arrestin-2	Rac1 GTP hydrolysis	HIV peptide binding	GPR55 antagonists	Large T inhibition
O=C(CCNC(=O)c1ccccc1Cl)Nc1nc(-c2ccc3ccccc3c2)cs1	5.5%	-0.1%	18%	38%	-10%	7%	0.8%	-2%	19%
COc1ccc(CNCc2ccccc2[N+](=O)[O-])cc1OC	-0.3%	0.2%	15%	10%	-40%[20 µM]	?	0.1%	-4%	9%
CC(C)(C)c1ccc(-c2nnc(SCC(=O)O)n2N)cc1	6.1%	-0.2%	3%	-18%	5%	5%	-0.5%	3%	0%
COC(=O)CCC(=O)OC1(C)C(=O)C=C2C=C(C3CC3)N(CCCCO)C=C2C1=O (stereo not drawn)	-2.5%	-0.1%	24%	7%	11%	3%	2.9%	0%	8%
CCN(C(=O)N1CCOCC1)c1ccccc1	3.0%	0.0%	4%	-19%	-22%[20 µM]	-3%	1.1%	-3%	31%
COc1cccc(N2CC(C(=O)Nc3c(C)cccc3C)CC2=O)c1 (stereo not drawn)	-2.2%	-0.3%	18%	-24%	-24%	5%	1.9%	2%	10%
CC(C)(CO)Nc1nc(Nc2ccccc2)nc(Nc2ccccc2)n1	-1.5%	0.7%	-6%	-19%	-47%	11%	-0.7%	19%	9%
C=CCn1c(NCc2cc(C)ccc2O)nc2ccccc21	1.9%	-0.1%	6%	9%	-8%	8%	5.9%	2%	2%
Cc1cc(SCn2nnc3ccccc3c2=O)nc2ccccc12	-1.5%	0.6%	4%	6%	4%	-3%	-0.7%	3%	4%
CCOC(=O)Nc1nc(C)c(C(=O)c2ccc(Cl)cc2)s1	-4.2%	-0.2%	-60%	31%	-17%	4%	-0.6%	-1%	2%
CC1(C)CC2(CC(C)(C(=O)CSc3nc4ccccc4s3)OC2=O)C(=O)O1 (stereo not drawn)	1.9%	-0.1%	6%	1%	-15%	0%	2.6%	13%	3%
COc1ccc(OC(C)C(=O)N(C)Cc2nc(-c3ccc(C)cc3)no2)cc1 (stereo not drawn)	-4.1%	0.2%	31%	8%	-4%	6%	-0.9%	-9%	4%
COc1cc(/C=C2\SC(=S)N(CCC(=O)Nc3cccc(O)c3)C2=O)cc(OC)c1OC	-4.6%	-0.2%	2%	4%	5%[20 µM]	12%	-1.1%	10%	6%
CNc1c(NS(=O)(=O)c2cc(OC)ccc2OC)c(=O)oc2ccccc12	3.0%	0.2%	-27%	30%	-36%	-3%	0.5%	-17%	9%
CC(=O)Nc1ccc2nc(-c3cccs3)[nH]c2c1	1.7%	-0.1%	-60%	-42%	16%	14%	-1.1%	10%	3%
CCCCN(C(=O)CSc1nnc(Nc2ccc(C)c(C)c2)s1)c1c(N)n(Cc2ccccc2)c(=O)[nH]c1=O	2.0%	-0.1%	-16%	-37%	-21%	1%	0.2%	-5%	3%
CC1CCN(c2nc3nonc3nc2N2CCC(C)CC2)CC1	-5.7%	-0.3%	12%	2%	-18%	2%	0.3%	4%	-2%
O=C(C1CCOCC1)N1CCC(CO)(CCc2ccccc2)CC1	-5.7%	-0.2%	-4%	-18%	-7%	1%	-1.6%	4%	-2%
Cc1cc(NC(=O)NC(=O)c2cccc(OC(F)(F)C(F)F)c2)n[nH]1	-3.2%	0.7%	-36%	-33%	19%	7%	-2.4%	14%	8%
Cc1ccc2c(c1)CCCN2C(=O)c1c(C)noc1C	-5.3%	-0.2%	-3%	-26%	21%	1%	-0.9%	34%	2%
N#Cc1c(N)nc2c(c1-c1cccc(O)c1)CCCCCC2	3.6%	-0.3%	12%	37%	-30%	11%	2.8%	76%*	9%
CCC(C)(C)NC(=S)Nc1ccccc1C	-1.0%	0.2%	1%	-38%	-16%	8%	-2.0%	6%	1%
CCOC(=O)c1c(NC(=S)NC(=O)c2ccc(Cn3cc(Cl)cn3)o2)sc2c1CCCCC2	1.3%	-0.1%	7%	-108%	3%	8%	-3.0%	16%	9%
COCCNCC#CCOc1ccc(OC)cc1	1.6%	0.0%	1%	-21%	-18%	17%	0.6%	1%	10%
c1ccc(CN(Cc2ccccc2)c2c3c(nc4ncnn24)CCC3)cc1	4.0%	0.2%	6%	-6%	28%	10%	-0.1%	-13%	0%
CN(C)c1ccc(NC(=O)/C=C/c2c(Cl)cccc2Cl)cc1	-6.0%	-0.3%	-33%	-28%	18%	6%	-0.8%	2%	17%
COC(=O)CSC(=S)N1C(C)CCCC1C (stereo not drawn)	0.2%	-0.1%	11%	-15%	-4%	5%	-1.6%	-1%	9%
CC(=O)Nc1ccc(NS(=O)(=O)c2ccc(C)cc2)cc1[N+](=O)[O-]	2.9%	-0.1%	-12%	-2%	13%	.	-2.3%	4%	1%
COc1ccc(-c2nnn(CC(=O)NCc3cccs3)n2)cc1OC	-3.3%	0.3%	-9%	10%	29%	5%	0.7%	0%	1%
C/C(=N\N)c1c(-c2ccccc2)c2cc(Br)ccc2[nH]c1=O	-1.8%	0.2%	3%	-18%	-18%	-2%	-0.8%	-3%	12%
CCOC(=O)CN(C(=O)CNC(=O)c1ccco1)C(C(=O)NC1CCCC1)c1ccccc1OCC (stereo not drawn)	1.1%	0.5%	5%	4%	-6%	11%	0.9%	-8%	17%
Cc1ccc(-c2c(C(=O)NC(C)C)oc(=O)c3ccccc23)cc1	0.6%	0.8%	-8%	20%	-11%	6%	-2.8%	10%	7%
Cc1cc(C(=O)NCc2ccco2)c2ccccc2n1	0.4%	0.6%	12%	-9%	18%	5%	1.4%	15%	6%
CN(C)CCCNC(=O)CC(c1ccc(F)cc1)c1ccco1 (stereo not drawn)	2.5%	-0.3%	17%	0%	-12%	4%	1.5%	7%	2%
COc1ccc(Cl)cc1NC(=O)N1CCN(c2ccccc2OC)CC1	2.2%	0.0%	13%	4%	0%	-1%	0.4%	24%	7%
CCOc1ccsc1C(=O)OC	-2.3%	0.1%	19%	9%	22%	12%	-0.1%	-1%	2%
CCOc1ccc2nc(N(CCCN(C)C)C(=O)c3ccc(S(=O)(=O)N4CCCC4)cc3)sc2c1	1.2%	-0.1%	5%	-35%	16%	6%	0.6%	1%	6%
N/C(Cc1cccc2ccccc12)=N\OC(=O)c1cccs1	3.0%	-0.2%	-6%	-29%	-2%	7%	9.9%	4%	1%
Cn1c(C(=O)NCCN2CCc3ccccc3C2)cc2c(=O)[nH]c3ccccc3c21	1.5%	-0.1%	-11%	2%	-11%	10%	-3.3%	-4%	23%
Cc1ccc(/C=C/c2nc3ccccc3[nH]2)o1	-2.7%	0.4%	-68%	-48%	-2%	2%	12%	3%	21%
CCn1c(SCC(=O)Nc2ccc3c(c2)OCCO3)nnc1C1CC1	3.8%	0.1%	18%	11%	-14%	8%	0.8%	-12%	6%
O=S(=O)(Nc1cccc(-n2cnnn2)c1)c1cc(Br)ccc1Br	5.5%	-0.1%	12%	8%	-28%	1%	8.0%	1%	21%
Cc1c(C(=O)O)oc2ccc(S(=O)(=O)NCCC3=CCCCC3)cc12	-2.2%	-0.1%	3%	-12%	27%	1%	1.9%	4%	3%
O=C(Nc1nccs1)c1ccc(Cl)nc1	0.3%	0.4%	2%	-10%	-22%	7%	1.2%	7%	-6%
C#CCn1c(=NC(=O)CN2C(=O)CCC2=O)sc2cc(S(N)(=O)=O)ccc21	-0.2%	-0.2%	2%	-13%	-5%	1%	0.0%	22%	10%
Cc1cc(Oc2ccccc2)nc(SCC(=O)Nc2ccccc2)n1	-4.9%	-0.1%	14%	3%	11%	9%	2.1%	4%	3%
CC(C)c1ccc2[nH]c(O)c(N=NC(=O)c3cccc(S(=O)(=O)Nc4ccc(Cl)cc4)c3)c2c1	-3.4%	-0.1%	2%	-31%	-40%[20 µM]	5%	-0.7%	0%	14%

These rows are one share of the data. The share of hits here may be higher or lower than overall.
